TRPM1 prom inh: inhibitors of MITF-dependent TRPM1 promoter reporter, primary screen, cell-based, SK-MEL-5, single point, luciferase; actives 0.83% (n = 330,000); SK-MEL-5 TRPM1 promoter luciferase, 24 h; inhibition, % at 12.5 µM;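 active means mean inhibition across replicates of 60% or more, whatever share of single replicates reaches that level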; further: values of inactives mirror those of a sister screen read the other way
Shn3 inh set2: reduction of Shn3 3'UTR firefly luciferase signal, primary screen, Schnurri-3 inhibitor project, cell-based, Clone20 osteoblasts, set 2; inhibition, % at 12.5 µM; Clone20 osteoblast Shn3 3'UTR firefly luciferase, 24 h; actives 0.52% (n = 360,000); AID 588674, 2011;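 active means mean inhibition of at least 75% with every replicate also reaching 75%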;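 further: 0% = median of neutral control wells and 100% = pilot-screen positive control compound; some compounds past the cut are filed as inactive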
Peg3 promoter: Peg3 promoter-driven luciferase inhibitors, primary screen, cell-based, HeLa, luciferase luminescence; HeLa PEG-Prom luciferase reporter, overnight; inhibition, % at 20 µM; actives 1.7% (n = 360,000); AID 588405, 2011;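 active means inhibition of at least 50% at 20 µM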
NR2E3 ag-1: inhibitors of NR2E3-RetCOR corepressor binding, primary screen, NR2E3 agonist project, biochemical, TR-FRET, GST-NR2E3, biotin-RetCOR | actives 0.12% (n = 320,000) | AID 2300, 2010 | 1536-well | inhibition of corepressor binding, % at 4.78 µM | Photoreceptor-specific nuclear receptor (Homo sapiens), Q9Y5X4;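 active means percent inhibition above the cutoff of mean plus 3 SD of all tested compounds, set per screening campaign, cut at about 20% in these data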;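 further: 0% = DMSO wells and 100% = biotin wells as full block of FRET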
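System: GST-NR2E3 and biotin-RetCOR proteins; probe or stimulus: 7 nM biotin-RetCOR; doses: compound at 4.8 µM, single dose; schedule: Compound–protein incubation for 5 h at 4 °C; detection: time-resolved FRET; read-out: percent inhibition; controls: biotin wells as high control, 0.6% DMSO wells as low control; format: 1536-well plates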
m5-HT2A agonist: mouse Htr2a agonists via beta-arrestin recruitment, primary screen, cell-based, luminescence | activation, % at 7.6 µM | CHO-K1 mHTR2A beta-arrestin complementation; percent of 30 µM serotonin response | AID 624169, 2012 | 5-hydroxytryptamine receptor 2A (Mus musculus), P35363 | actives 0.66% (n = 360,000);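 active means activation above a run cutoff, the mean activation of all tested compounds plus 3 SD, cut at about 14% in these data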;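 further: 0% = plate median of compound wells and 100% = 30 µM serotonin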
Target sequence (P35363 whole entry, looked up): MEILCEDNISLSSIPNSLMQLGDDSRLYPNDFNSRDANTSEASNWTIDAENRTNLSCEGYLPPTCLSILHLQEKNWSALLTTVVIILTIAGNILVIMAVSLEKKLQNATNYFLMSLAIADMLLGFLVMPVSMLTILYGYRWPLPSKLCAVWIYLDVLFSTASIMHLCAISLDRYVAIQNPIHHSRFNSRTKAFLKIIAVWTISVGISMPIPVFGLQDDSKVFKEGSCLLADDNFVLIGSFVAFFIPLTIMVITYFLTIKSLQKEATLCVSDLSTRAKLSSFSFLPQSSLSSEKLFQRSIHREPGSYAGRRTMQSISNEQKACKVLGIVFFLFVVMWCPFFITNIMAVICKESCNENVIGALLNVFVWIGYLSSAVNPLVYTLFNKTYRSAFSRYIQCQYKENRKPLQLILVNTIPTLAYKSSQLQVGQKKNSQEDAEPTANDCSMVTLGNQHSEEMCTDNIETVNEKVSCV
PDI inh: inhibitors of human PDI, primary screen, biochemical, turbidity, single point, plate reader; Protein disulfide-isomerase (Homo sapiens), P07237; PDI insulin aggregation turbidity, A650, 90 min; inhibition, % at 10 µM; actives 0.052% (n = 350,000); AID 588391, 2011;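 active means mean inhibition across replicates of 30% or more, whatever share of single replicates reach that level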;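 further: absorbance from insulin aggregation driven by PDI reduction with DTT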
Target sequence (P07237 whole entry, looked up): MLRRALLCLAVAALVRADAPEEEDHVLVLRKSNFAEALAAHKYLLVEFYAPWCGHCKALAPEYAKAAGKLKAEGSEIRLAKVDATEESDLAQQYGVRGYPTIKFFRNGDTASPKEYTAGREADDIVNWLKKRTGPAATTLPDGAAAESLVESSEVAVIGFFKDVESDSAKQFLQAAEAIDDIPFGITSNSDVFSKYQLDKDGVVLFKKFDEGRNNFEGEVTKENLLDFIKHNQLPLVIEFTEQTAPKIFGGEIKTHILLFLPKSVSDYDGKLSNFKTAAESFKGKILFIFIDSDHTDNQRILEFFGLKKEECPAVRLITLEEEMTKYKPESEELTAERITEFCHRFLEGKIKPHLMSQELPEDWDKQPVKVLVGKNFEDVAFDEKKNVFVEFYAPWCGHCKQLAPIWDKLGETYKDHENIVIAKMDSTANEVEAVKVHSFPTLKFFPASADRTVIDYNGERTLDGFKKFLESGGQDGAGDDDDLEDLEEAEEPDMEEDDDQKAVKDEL
Cardio protect: cardioprotection against H2O2-induced cell death, primary screen, uHTS, H9c2 cells, ATPLite luminescence; H9c2 cardiomyocytes, H2O2 injury protection, 2 h; protection from H2O2 cell death, % at 20 µM; actives 0.63% (n = 360,000);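 active means compounds giving at least 50% protection of heart cells from peroxide-induced death in the single-dose screen, raw or plate-pattern-corrected value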;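 further: 0% = DMSO wells with peroxide and 100% = DMSO wells without peroxide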
HIF-2a block: HIF-2a reporter inhibitors, primary screen, luminescence, 786-0 RCC cells; inhibition, % at 18.8 µM; actives 0.72% (n = 360,000); 786-0 RCC cells HIF-2a reporter, luciferase luminescence, overnight;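 active means inhibition of the luminescence signal of 40% or more relative to plate controls, in a single-dose primary screen at 18.75 µM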
NR2E3 ag-2: NR2E3 agonists in two-hybrid cells, primary screen, cell-based, luminescence, CHO-S, Gal4-NCOR/VP16-NR2E3 | inhibition of corepressor binding, % at 3.98 µM | Photoreceptor-specific nuclear receptor (Homo sapiens), Q9Y5X4 | actives 0.35% (n = 360,000) | luciferase | AID 602229, 2012;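 active means inhibition above the mean of all tested compounds plus 3 SD, cut at about 70% in these data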;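 further: 0% = DMSO with NR2E3 transfected cells and 100% = cells lacking NR2E3 construct; higher means lower luciferase signal from less NR2E3 corepressor binding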
CaV13 ICDI inh: Primary screen for inhibitors of IQ motif and Ca2+-dependent inactivation inhibitor domain binding in CACNA1D, Förster resonance energy transfer in living cells, …; actives 0.098% (n = 340,000); AID 743397; HEK cells, CFP/YFP FRET ICDI-IQ, plate reader, 10 min; percent FRET-ratio fall versus neutral wells; inhibition, % at 12.3 µM;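 active means mean replicate inhibition of at least 30% and at least 1% of replicates passing that level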;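 further: 0% = median of the neutral control wells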
iPSC survival up: enhancers of single-cell hiPSC survival, primary screen, ATPlite luminescence; 100% = ROCK inhibitor wells, 0% = DMSO; survival enhancement, % at 20 µM; actives 0.044% (n = 360,000); in the data active means survival enhancement above about 18%;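 further: cells exposed to compounds for 16 hours before the ATP read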
Numbers without * were called inactive; nt = no result given. The order is random; overall some 3.9% were active at least once.

SMILES	TRPM1 prom inh	Shn3 inh set2	Peg3 promoter	NR2E3 ag-1	m5-HT2A agonist	PDI inh	Cardio protect	HIF-2a block	NR2E3 ag-2	CaV13 ICDI inh	iPSC survival up
CC(=O)c1cccc(OCc2cc(C(=O)N(C)CCc3cnn(C)c3)no2)c1	-8.8	4.6	-11.3	nt	-2.1	-0.1	-0.6	-12.9	18.8	-3.4	0.0
Clc1ss/c(=N\c2ccccn2)c1Cl	-3.7	-12.6	-29.0	4.9	-1.6	11.6	6.6	-21.8	-33.4	-2.2	-0.7
FC(F)(F)c1cc(N2CCOCC2)nc(-c2ccccc2)n1	12.8	-4.6	10.7	-2.4	-3.7	-3.1	-0.4	21.9	-7.2	-5.2	-0.1
Cc1ccc2oc(-c3cccc(NC(=O)c4ccc(Br)o4)c3)nc2c1	-17.3	-14.4	-168.5	0.0	-2.5	2.8	5.0	-225.9	-172.7	nt	-4.4
CC(C)(O)C#Cc1ccc(CN2CCCC(CNC(=O)c3ccco3)C2)cc1 (stereo not drawn)	-1.4	2.2	-7.5	1.3	-14.3	-2.7	-4.3	-4.8	-6.4	nt	-0.4
Nc1ccc(O)c2c(=O)cc(-c3ccccc3Cl)oc12	-111.9	-63.7	-239.1	1.8	-7.5	0.6	-14.1	-262.1	-137.9	-7.8	2.1
NC(=S)N/N=C/c1coc2ccc(O)cc2c1=O	-22.9	8.1	-1.4	4.6	-0.9	-2.4	-1.8	8.4	10.6	-19.8	-0.2
Cc1ccc(NC(=O)NCc2nc3ccccc3n2C)cc1	-2.5	-4.5	20.3	0.4	-5.5	-1.7	-1.1	-15.5	-9.3	-2.6	2.0
CCC(C)c1nc2c(c(N3CCC3=O)c1-c1ccccc1)CCCC2 (stereo not drawn)	4.7	-34.3	18.5	5.2	1.9	-22.0	5.1	2.7	4.0	-9.8	-1.7
Cc1cc(C)c2nc(-c3cccc(Cl)c3)c(C)c(C(=O)N3CCOCC3)c2c1	5.0	-14.1	15.2	1.0	3.2	-5.7	-4.8	21.2	-30.9	nt	-0.3
CC1=CC(=O)[C@H]2C(C)(C)CCC[C@]2(C)[C@@]1(O)CO	2.1	-7.4	3.6	0.1	-4.4	nt	1.5	-3.0	-3.2	nt	1.7
N/C(Cc1ccc([N+](=O)[O-])cc1)=N\OC(=O)Cc1ccccc1	9.3	0.9	10.0	6.7	0.1	0.1	-2.0	10.5	-19.6	-11.3	-2.0
COc1ccc(N2CC(C(=O)NCCc3ccc(Cl)cc3)CC2=O)cc1 (stereo not drawn)	-16.7	0.0	17.0	-1.1	-2.1	0.8	-0.1	14.7	-6.2	-3.5	0.3
O=C(Nc1cccc2ccccc12)c1ccc2sc([C@@H]3O[C@H](CO)[C@@H](O)[C@H]3O)nc2c1	nt	-25.0	-79.0	nt	-5.6	-3.7	7.5	-131.2	-33.3	-5.0	-0.4
O=C(Nc1ccc2oc(-c3ccccc3)nc2c1)c1cc(-n2cnnc2)ccc1Cl	-42.3	-0.5	-118.0	1.2	0.0	0.3	28.5	-217.4	-54.8	-2.0	1.0
COC(=O)C1=NN[C@H](C(=O)OC(C)(C)C)[C@H]1c1ccccc1	9.1	-10.2	-1.7	-4.6	0.4	-2.2	-0.1	5.6	-7.0	-19.4	0.5
COc1ccc(C(C[N+](=O)[O-])c2c(-c3ccccc3)cc3ccccn23)cc1OC (stereo not drawn)	1.3	-14.2	6.3	-1.0	-1.6	-13.2	4.3	3.8	-3.5	-3.0	3.0
CCOC(=O)C1CCN(c2cc(C)nc3cc(-c4cccc(F)c4)nn23)CC1	19.2	-4.2	-3.3	1.4	-1.1	-13.4	-7.9	-2.6	2.6	-5.3	0.4
O=C(CNC(=O)c1cccs1)OCC(=O)c1ccc([N+](=O)[O-])cc1	13.7	3.5	5.9	0.9	2.4	6.3	-1.3	6.3	-6.8	-4.1	0.2
Cc1nnn(-c2nonc2N)c1C(=O)NNC(=O)c1ccc(Cl)c(Cl)c1	-13.2	0.0	-4.7	3.5	1.3	2.2	7.7	14.1	-6.5	4.4	0.6
CC(C)(C)c1csc(NC2=NS(=O)(=O)c3ccccc32)n1	-71.2	-119.4	-227.4	4.2	-2.8	1.5	-13.8	-216.2	-132.6	-6.6	-3.4
CCN1CCN(CCCNC(=O)C2CCN(c3nnc(-n4c(C)ccc4C)s3)CC2)CC1	-11.5	-18.2	-4.6	-2.1	7.3	nt	4.6	5.7	-28.7	-1.8	2.3
CC1CCC(NC(=O)CCn2ccc3cc(S(=O)(=O)N4CCCC4)ccc32)CC1 (stereo not drawn)	-1.9	-1.5	20.5	-0.8	1.8	-6.8	-0.8	-12.1	-13.9	-6.1	-0.7
Fc1cccc(CNc2ncnc3cc(Cl)ccc23)c1F	36.3	45.3	-4.4	-0.1	4.1	10.9	-16.6	21.4	82.5*	-5.9	-0.2
CNC(=O)NC(=S)NC(=O)c1ccc(OC)cc1	-0.5	-35.5	-38.3	-4.4	-1.5	-4.3	-6.1	-18.1	-18.9	-4.1	-3.3

Reformatted in CSV form: four of the compounds above.
structure,TRPM1 prom inh,Shn3 inh set2,Peg3 promoter,NR2E3 ag-1,m5-HT2A agonist,PDI inh,Cardio protect,HIF-2a block,NR2E3 ag-2,CaV13 ICDI inh,iPSC survival up
CC1=CC(=O)[C@H]2C(C)(C)CCC[C@]2(C)[C@@]1(O)CO,2.1,-7.4,3.6,0.1,-4.4,nt,1.5,-3.0,-3.2,nt,1.7
N/C(Cc1ccc([N+](=O)[O-])cc1)=N\OC(=O)Cc1ccccc1,9.3,0.9,10.0,6.7,0.1,0.1,-2.0,10.5,-19.6,-11.3,-2.0
COc1ccc(N2CC(C(=O)NCCc3ccc(Cl)cc3)CC2=O)cc1 (stereo not drawn),-16.7,0.0,17.0,-1.1,-2.1,0.8,-0.1,14.7,-6.2,-3.5,0.3
O=C(Nc1cccc2ccccc12)c1ccc2sc([C@@H]3O[C@H](CO)[C@@H](O)[C@H]3O)nc2c1,nt,-25.0,-79.0,nt,-5.6,-3.7,7.5,-131.2,-33.3,-5.0,-0.4

(more compounds)
SMILES	TRPM1 prom inh	Shn3 inh set2	Peg3 promoter	NR2E3 ag-1	m5-HT2A agonist	PDI inh	Cardio protect	HIF-2a block	NR2E3 ag-2	CaV13 ICDI inh	iPSC survival up
Cc1cc(-c2ccccc2)nc2cc(C(=O)NCCCn3ccnc3)nn12	-8.3	4.6	13.3	3.0	-0.6	1.2	-2.3	9.5	-21.3	nt	-4.0
CC1(C)CC2CC(C)(CN2Cc2c(O)ccc3ccccc23)C1 (stereo not drawn)	11.0	-4.3	9.2	3.8	-2.9	-6.1	-0.1	12.5	-11.6	3.7	-1.0
COc1ccc(CN(C)C(=O)COC(=O)c2ccc3c(c2)OCO3)cc1OC	-11.4	-20.8	-1.7	3.0	-1.4	3.4	15.0	16.5	3.2	-4.7	1.0
CCCCCC1(C)NC(=S)N(c2ccccc2)N1 (stereo not drawn)	-1.5	5.7	9.8	-4.4	1.0	0.7	-5.2	-7.7	7.5	-4.1	1.3
Cc1ccc(S(=O)(=O)N2CCCCC2CCNC(=O)C(=O)NCc2cccnc2)cc1 (stereo not drawn)	23.9	15.0	25.3	-1.1	0.2	-14.3	1.9	23.7	-6.5	-5.1	0.0
CCOC(=O)C1=C(C)N=c2s/c(=C/c3cccc([N+](=O)[O-])c3O)c(=O)n2C1c1ccc(OC)cc1OC (stereo not drawn)	14.6	9.9	25.6	0.7	-1.0	-1.6	-9.3	27.4	4.6	-19.1	0.4
O=C(CSc1nc(-c2ccccc2)cc(C(F)(F)F)n1)c1cccc([N+](=O)[O-])c1	-3.3	10.0	21.8	-0.1	0.6	4.8	-11.4	1.9	-5.5	-3.0	-2.2
CCOC(=O)C1C2C=CC(CC2)N1c1ccccc1 (stereo not drawn)	9.7	-21.7	-21.1	2.9	2.0	-7.9	5.7	0.1	5.2	-10.0	4.6
COc1cc(/C=N\Nc2nc3ccccc3[nH]2)cc(OC)c1OC	2.1	51.2	-32.6	-1.1	-6.5	4.5	0.5	-53.5	6.5	-3.4	-2.9
N#CCc1nc2c3c4c(sc3ncn2n1)CCCC4	19.4	19.5	31.3	nt	-4.8	6.6	8.7	5.4	2.9	-1.9	-1.0
Cn1cnc([N+](=O)[O-])c1S(=O)(=O)Oc1ccccc1	37.4	94.6*	102.8*	nt	-1.9	-4.9	-28.9	24.6	-34.9	-7.3	-4.1
COc1ccc(-c2c(C)n([O-])c3c([n+]2=O)CCCC3)cc1	2.9	2.6	10.2	-0.2	-3.1	-4.0	1.5	21.8	-0.5	-3.5	10.5
CCOC(=O)C(=NCC1CCCO1)NNc1ccccc1Cl (stereo not drawn)	8.1	6.7	0.0	-3.0	-4.3	-8.0	1.0	1.4	-30.2	-17.4	-0.4
COc1cccc(NC(=O)NNC(=O)CN2C(=O)COc3ccccc32)c1	17.7	1.7	21.8	-2.0	-7.5	-2.5	-1.3	-8.1	-7.5	-18.8	0.4
O=C(CSc1nc2ccsc2c(=O)n1CC1CCC(C(=O)O)CC1)NCCc1ccc(Cl)cc1 (stereo not drawn)	-3.0	4.4	5.9	-0.4	2.1	-1.9	-1.7	13.0	6.1	-14.2	-0.4
CCN1CCN(C(=S)NC(=O)c2cccs2)CC1	5.4	-13.7	6.7	1.0	-1.6	1.7	4.1	0.1	-24.6	-7.3	0.0
Cc1cc(C)c(N2C(=O)CCCC2=O)c(Cl)c1	-4.8	13.8	6.5	-0.7	-0.8	-2.5	6.8	6.8	4.5	-5.0	-0.4
Oc1ccc(/C=N/N2CCOCC2)c(O)c1O	10.6	-2.6	-3.0	0.6	1.9	-7.1	-2.3	9.2	-52.5	-8.2	2.6
O=C1CC[C@H](O)CCN1[C@H](CSc1ccccc1)Cc1ccccc1	-20.3	-29.9	-4.4	3.1	8.2	9.6	-0.5	2.7	7.9	-2.2	-4.1
O=C(CCC(=O)Nc1ccc(Oc2ccccc2)cc1)NCCO	-0.9	-9.8	7.1	-1.1	-9.7	6.2	8.6	14.4	-12.4	-6.1	-2.0
COc1cc(C(=O)NCCC(C)C)c([N+](=O)[O-])cc1OC	-4.9	-6.3	7.0	4.0	-1.8	3.0	3.7	-3.4	-4.6	nt	3.0
O=C(CN1C(=O)NC(Cc2ccccc2)C1=O)Nc1ccccc1OC(F)F (stereo not drawn)	2.7	5.3	0.3	2.8	17.6*	7.9	-1.4	2.3	-9.3	-5.7	2.3

Screening data (PubChem)
